FN deposition inh = inhibitors of fibronectin matrix deposition, primary screen, AH1F cells, Alexa488-fibronectin fluorescence, plate reader; AH1F fibroblasts, overnight; inhibition, % at 12.6 µM; 0.086% of 350,000 active; AID 743247, 2014;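 active = mean inhibition across replicates of 30% or more, regardless of how many single replicates reach that level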;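 note: positive control wells lacked labelled fibronectin entirely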
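Assay system: AH1F fibroblast monolayer, labelled fibronectin deposition. Amount: 10000 cells per well. Also added: labelled fibronectin 24 nM. Compound: single-point pinned compound. Incubation: cell attachment 1 h, compound and FN exposure overnight. Detection: fluorescence after three HBSS washes, excitation 485 nm, emission 525 nm. Read-out: inhibition of fibronectin deposition signal.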
LGR2 antag = inhibitors of bursicon-induced LGR2 CRE-luciferase signal, primary screen, cell-based, HEK293, CRE-luciferase reporter, bursicon stimulation; Drosophila bursicon receptor LGR2 (rickets); bursicon-stimulated, 4 h; inhibition, % at 9.99 µM; 0.35% of 380,000 active; AID 720647, 2013;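 active = drop in luminescence signal, shown as inhibition above about 50% in the replicate tests, limit read from the data, passing the limit was not always enough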;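 note: agonist challenge used bursicon conditioned medium at about half maximal strength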
* hit, by the source's call; & = joins results of further samples.

SMILES	FN deposition inh	LGR2 antag
CC(Sc1nnc(NCc2ccccc2)s1)C(=O)Nc1ccc2c(c1)C(=O)c1ccccc1C2=O (centres undefined)	19	-37
Fc1cc(Br)ccc1NC(=S)Nc1ccccc1	-6	-15
C=CCOc1ccc(C=Nc2ccc(C)c(Cl)c2)c(O)c1	-5	1
O=C(Nc1cc(Sc2ccccn2)cc([N+](=O)[O-])c1)c1cccc(F)c1	3	3
Cc1cc(C)cc(OCC(=O)OCC(=O)NCCC2=CCCCC2)c1	1	12
O=C(NCc1cccnc1)c1cc(Cl)ccc1[N+](=O)[O-]	-5	-5
CN(C)S(=O)(=O)c1cccc(NC(=O)CCNC(=O)c2ccccc2Cl)c1	-4	-13
COCCNc1c([N+](=O)[O-])c(=O)n(-c2ccccc2)c2ccccc12	1	2
Cc1ccc2nc(NC(=O)C3CCN(S(=O)(=O)c4cnc[nH]4)CC3)sc2c1	6	14
CC1CC(C)CN(C(=O)CCNS(=O)(=O)c2ccc3c(c2)CCC(=O)N3)C1 (centres undefined)	-1	-2
Cc1ccc(N2C(=O)C3NN=C(C(=O)OCc4ccccc4)C3C2=O)cc1 (centres undefined)	8	12
CC(=O)c1cccc(NC(=O)C(Sc2ncnc3ccccc23)c2ccccc2)c1 (centres undefined)	-13	3
CCC(=O)c1ccc(N2CCN(C(=O)c3ccc(Br)cc3)CC2)c(F)c1	-5	-8
O=C(CSc1nnc(CCCN2C(=O)c3cccc4cccc(c34)C2=O)n1-c1ccccc1)N1CCCCC1	1	-10
Cc1nnc(SCc2cccc(Oc3ccccc3)c2)n1N	-5	8
O=C(CN(c1cccc(Cl)c1)S(=O)(=O)c1ccc(Cl)cc1)N1CCc2ccccc2C1	3	4
CCOC(=O)c1csc(NNC=O)n1	-8	0
COC(=O)c1cc(NS(=O)(=O)c2ccc(NCc3cccnc3)c(N)c2)cc(C(=O)OC)c1	1	-12
COc1cccc(C(=O)NCCCN2CCN(CCCNC(=O)c3cccc(OC)c3)CC2)c1	6	-4
CCOC(=O)N1CCN(CC(O)COCc2ccc(OC)c(OC)c2)CC1 (centres undefined)	-9	-1
Cc1ccc(NC(=S)Nc2ccc3cn[nH]c3c2)cc1	7	-21
CC(=O)c1cc(-c2ccccc2)n(CCC(=O)NC2CCCCCC2)c1C	7	10
O=c1c2sccc2n(Cc2cc(=O)n3ccccc3n2)c(=O)n1-c1ccccc1	-2	8
CCn1c(CCNC(=O)c2ccc(C)cc2)n[nH]c1=S	2	-2
Cc1cc(C)n(-c2ccc(Cl)c(C(=O)Nc3ccc(OC(F)(F)F)cc3)n2)n1	2	5
SMILES	FN deposition inh	LGR2 antag
CCCc1cc(=O)[nH]c(SCC(=O)N2CCN(S(=O)(=O)c3ccc(Cl)cc3)CC2)n1	14	3
CCOC(=O)/C=c1\s/c(=C\c2ccc(C)cc2)c(=O)n1CC(=O)NCc1ccco1	4	-12
O=C1NC(c2ccc(-c3ccccc3[N+](=O)[O-])o2)C(C(=O)c2ccc(F)cc2)C(O)(C(F)(F)F)N1 (centres undefined)	4	-16
COc1ccc2nc(Nc3nc(-c4cc5ccccc5oc4=O)cs3)sc2c1	9	-17
COc1cc2c3nnc(-c4ccccc4)c-3cn(Cc3ccccc3F)c2cc1OC	-10	-1
Cc1cc(C)cc(N=Cc2ccc([N+](=O)[O-])s2)c1	-6	-5
N#Cc1ccc(-c2ccc(C3[C@@H]4CN(C(=O)Cc5ccccc5)C[C@H]3N4)cc2)cc1 (some centres undefined)	1&-1	33&14
COc1cc(-c2n[nH]c(=S)n2-c2cccc(C(F)(F)F)c2)cc(OC)c1OC	2	4
COc1ccc(/C=N/NC(=O)C[n+]2ccccc2)c(OC)c1OC	10	-8
CC(=O)N/C(=C/c1ccccc1)C(=O)N1CCCCC1	6	-7
C(=C\c1nc(N2CCCCCC2)c2ccccc2n1)/c1ccccc1	-8	-43
COc1cccc(CNC(=O)c2c[nH]n3c(=O)c(Cl)c(C)nc23)c1	18	6
Cc1ccc(-n2c(SCC(=O)NCCN3C(=O)CSC3=O)nnc2-c2ccccc2F)cc1	5	2
CCNC(=O)/C(C#N)=C/c1c(N2CC(C)OC(C)C2)nc2ccccn2c1=O (centres undefined)	12	-1
CCOC(=O)CSc1nnc(CNC(=O)c2ccc(OC)cc2OC)n1C	-2	19
O=C(Cc1cccc2ccccc12)NN1C(=O)C2C(C1=O)C1C=CC2C12CC2 (centres undefined)	-6	12
Fc1cccc(COc2ccccc2CNc2ccccc2)c1	5	-24
C=CCOc1nc2c(c(=O)n(C)c(=O)n2C)n1Cc1ccc(Cl)cc1	-2	-2
CC1(NC(=S)NCCO)CCS(=O)(=O)C1 (centres undefined)	-1	-6
O=C(COC(=O)C1CC(O)CN1S(=O)(=O)c1ccc(Cl)cc1)c1ccccc1Cl (centres undefined)	-6	-28
CC(=O)c1c(O)ccc2c(-c3ccccc3)cc(=O)oc12	-3	-2
O=C(Nc1ccc(Br)cc1)c1ccc(F)c(S(=O)(=O)NCc2cccs2)c1	-8	20
CCN(CC)S(=O)(=O)c1ccc(N2CCOCC2)c(NC(=O)Cc2cccc3ccccc23)c1	6	11
Cc1ccc2c(Cl)c(C(=O)Nc3ccc4c(c3)OCO4)sc2c1	-11	-52
COc1ccc(N(CC(O)Cn2c(C)nc3ccccc32)S(=O)(=O)c2ccccc2)cc1 (centres undefined)	-4	17

Record cards, as listed above. Screens in order: FN deposition inh | LGR2 antag
O=C(Nc1ccc(Br)cc1)c1ccc(F)c(S(=O)(=O)NCc2cccs2)c1 across the screens: -8 | 20
O=C1NC(c2ccc(-c3ccccc3[N+](=O)[O-])o2)C(C(=O)c2ccc(F)cc2)C(O)(C(F)(F)F)N1 (centres undefined) across the screens: 4 | -16

Next part:
SMILES	FN deposition inh	LGR2 antag
COc1ccc(CSc2nncn2C)cc1[N+](=O)[O-]	-5	-18
Cc1ccc(S(=O)(=O)NC2(C(F)(F)F)C(=O)Nc3c2c(=O)[nH]c(=O)n3-c2ccccc2)cc1 (centres undefined)	-13	14
COc1cc2c(cc1Cl)/C(=C\CCN(C)C)c1ccccc1S2	29	-21
CC(=O)Oc1ccc2c(c1)OC(c1ccccc1)CC21CC(C)(C)NC(=O)N1 (centres undefined)	5	16
O=C(Nc1cc(C(F)(F)F)ccc1Cl)C(Sc1cccc[n+]1[O-])c1ccccc1 (centres undefined)	-3	0
Cc1ccc(S(=O)(=O)N/N=C/c2c(F)cccc2Cl)cc1	-4	10
CCOC(=O)c1c(C)[nH]c(C)c1C(=O)CSc1nc2ccccc2[nH]1	-3	21
O=C(N/N=C/c1ccc(O)cc1)/C(=C/c1ccccc1)CCO	-3	14
O=C(Nc1ccc2ccccc2c1)/C(=C\c1ccc2c(c1)OCO2)NC(=O)c1ccco1	-1	0
CC(C)n1c(O)c(N=Nc2ccc(Cl)nn2)c2ccccc21	-2	-2
Cc1ccccc1-c1ccc(C2[C@H]3CNC[C@@H]2N3S(=O)(=O)c2ccccc2)cc1 (some centres undefined)	-2&0	-18
O=C(Nc1ccc(OC(F)(F)C(F)F)c(NC(=O)c2cccc(F)c2)c1)c1cccc(F)c1	4	-22
Cc1ccc(S(=O)(=O)NNC(=O)C2COc3ccccc3O2)cc1 (centres undefined)	5	11
O=C1S/C(=C\c2ccccc2)C(=O)N1CC(O)Cn1c2ccccc2c2ccccc21 (centres undefined)	2	-3
Cc1ccc(Cl)cc1NC(=S)NCc1cccn1C	-12	13
COc1ccc(-c2nnc(NC(=O)CSc3ccc(Cl)cc3)s2)cc1OC	-2	0
S=C(Nc1ccc(Cl)cc1Cl)N1CCCCC1	11	6
CCOc1cccc(-c2nn(-c3ccccc3)cc2/C=C(/C#N)C(=O)NCCCn2ccnc2)c1	13	4
COc1ccc(NC2=CC(c3cccc(OC)c3)N(c3ccc(OC)cc3)C2=O)cc1 (centres undefined)	0	-15
Cc1cccc(C)c1NC(=S)/C(=C(\[O-])c1cccs1)[n+]1ccccc1	0	-17
O=C(COc1cccnc1[N+](=O)[O-])N1CCN(S(=O)(=O)c2ccccc2)CC1	-1	-7
COc1cc(C(=O)/C=C/Nc2ccc(NC(C)=O)cc2)cc(OC)c1OC	3	-18
N#Cc1cccc(-c2ccc(C3[C@@H]4CNC[C@H]3N4)cc2)c1 (some centres undefined)	-8	4
CCn1c(CSc2ncccn2)nnc1SCC(=O)N1CCc2ccccc21	-12	-12
CCc1cc(-c2n[nH]c(=S)n2-c2cccc(C)c2)cs1	-1	-31

Individual results from the list:
For LGR2 antag, O=C(Nc1cc(C(F)(F)F)ccc1Cl)C(Sc1cccc[n+]1[O-])c1ccccc1 (centres undefined) is listed with 0
For LGR2 antag, COc1cc2c(cc1Cl)/C(=C\CCN(C)C)c1ccccc1S2 is listed with -21
For FN deposition inh, CC(=O)Oc1ccc2c(c1)OC(c1ccccc1)CC21CC(C)(C)NC(=O)N1 (centres undefined) is listed with 5

The list goes on:
SMILES	FN deposition inh	LGR2 antag
Cc1ccc(C2CC(c3cccs3)=NN2C(=O)CSc2nc3ccccc3o2)cc1 (centres undefined)	2	14
COc1ccc(/C=N/NC(=O)c2ccc(O)cc2)cc1CN1CCCc2ccccc21	5	-1
Cc1ccc(CN(Cc2ccc(C)o2)C(=S)NCC(=O)O)cc1	-1	-6
Cc1ccc(NC(=O)c2cccc(NC(=O)/C=C/c3ccco3)c2)cc1C	0	1
Cc1ccc(S(=O)(=O)N[C@H](C(=O)OCC(=O)NC(=O)Nc2ccc3c(c2)OCCO3)C(C)C)cc1	-10	-2
COc1cc(CNc2ccc(CNc3ncn[nH]3)cc2)ccc1OCc1ccccc1	-12	17
CCCCCC(=O)NC(Nc1ccc(S(N)(=O)=O)cc1)C(Cl)(Cl)Cl (centres undefined)	-12	-18
CCOC(=O)c1ccc(NC(=O)CSc2nnc(NC(=O)c3ccc(S(=O)(=O)N4CCOCC4)cc3)s2)cc1	12	-12
N#Cc1c(/N=C/c2ccco2)oc(-c2ccccc2)c1-c1ccccc1	-7	15
C=CCn1c(=NC(=O)C2COc3ccccc3O2)sc2cc(S(N)(=O)=O)ccc21 (centres undefined)	6	7
COc1ccc(NC(=O)CCC(=O)OCc2ccc(C(=O)Oc3ccc(Cl)cc3)cc2)cc1	5	10
O=C(/C=C/c1ccccc1Cl)N(Cc1ccc(Cl)cc1)C1CCS(=O)(=O)C1 (centres undefined)	-5	-15
CCOc1ccc2c(=O)c(-c3ccc4c(c3)OCCCO4)c(C)oc2c1	0	16
CC1=NNC(=O)C(CC(=O)Nc2ccc(Cl)c(Cl)c2)C1 (centres undefined)	1	-12
N#C/C(=C\c1cccnc1)C(=O)NC1CCCCC1	13	6
O=C(CN1C2=NCCCN2c2ccccc21)c1ccc(Cl)cc1Cl	4	-5
COc1ccccc1-c1ccc(C2[C@@H]3CN(C(=O)c4ccncc4)C[C@H]2N3)cc1 (some centres undefined)	-4&-2	-11&-5
COc1ccc(-c2nnc(Nc3ccc(CC(N)=O)cc3)c3ccccc23)cc1	2	-10
COc1ccc(N(CC(=O)Nc2cccc([N+](=O)[O-])c2C)S(C)(=O)=O)cc1OC	-3	7
CCOc1ccc(CCNC(=O)COC(=O)c2nc3nc(C)cc(C)n3n2)cc1OCC	6	-7
CCNS(=O)(=O)c1ccc(CCC(=O)NC2CCCC2)cc1	3	5
COc1ccc(NC(=O)CCSCCC(=O)Nc2ccc(OC)cc2OC)c(OC)c1	-8	-13
O=C(Nc1ccccc1)c1ccsc1	7	4
Cc1cccc(CN2CCN(C(=O)CCl)CC2)c1	-4	22
Cc1oc(-c2cc(Cl)cc(Cl)c2)cc1C(=O)NCCc1ccccc1	1	-12

Continued; it opens with the 7 that closed the last part.
SMILES	FN deposition inh	LGR2 antag
COc1ccc(N(CC(=O)Nc2cccc([N+](=O)[O-])c2C)S(C)(=O)=O)cc1OC	-3	7
CCOc1ccc(CCNC(=O)COC(=O)c2nc3nc(C)cc(C)n3n2)cc1OCC	6	-7
CCNS(=O)(=O)c1ccc(CCC(=O)NC2CCCC2)cc1	3	5
COc1ccc(NC(=O)CCSCCC(=O)Nc2ccc(OC)cc2OC)c(OC)c1	-8	-13
O=C(Nc1ccccc1)c1ccsc1	7	4
Cc1cccc(CN2CCN(C(=O)CCl)CC2)c1	-4	22
Cc1oc(-c2cc(Cl)cc(Cl)c2)cc1C(=O)NCCc1ccccc1	1	-12
CC(=O)Nc1ccc(NC(=S)NC(=O)c2ccc([N+](=O)[O-])cc2)cc1	6	1
Cc1ccc(C(=O)N/C(=C\c2cn(-c3ccccc3)nc2-c2ccccc2)C(=O)N2CCOCC2)cc1	6	-8
COc1cc(C(=O)N2CCC(NC(=O)C(Cc3ccccc3C)NC(C)=O)CC2)cc(OC)c1OC (centres undefined)	4	6
CC(=O)Nc1nc(NC(=O)/C=C/c2ccccc2)n(-c2ccccc2)n1	-1	-6
CCOc1cc(CNCCc2ccccc2)ccc1OCC(=O)NC(C)(C)C	2	12
CCOc1ccccc1C(=O)Nc1ccccc1-c1ccccc1	-3	0
CC(C(=O)Nc1cc([N+](=O)[O-])ccc1Cl)N1CCN(c2ccc(O)cc2)CC1 (centres undefined)	9	-10
COc1ccc(S(=O)(=O)/N=C2/NC(=O)/C(=C\c3ccco3)S2)cc1	-1	-1
CCOC(=O)C1CCN(c2ccc(C(=O)O)cc2[N+](=O)[O-])CC1	5	17
Cc1ccc2nc(N(CCCN(C)C)C(=O)c3ccc4c(c3)CCCC4)sc2c1	-3	-3
Cc1ccccc1C(=O)NNC(=O)c1cc(N)cc([N+](=O)[O-])c1	5	-22

A portion of the library; the hit share may differ from the screen's.
